From PubChem BioAssay
MEP2 TOR yeast: modulators of MEP2-GFP levels in yeast, primary screen, S. cerevisiae, multiplex flow cytometry, MLPCN library | S. cerevisiae MEP2-GFP strain, 3 h; 100% = DMSO control level | GFP response vs DMSO, % at 10 µM | 330,000 tested, 0.51% active | AID 2016, 2009;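 active = GFP response versus DMSO above a set limit, roughly screen mean plus 3 SD, cut at about 180% in these data; inconclusive = fewer than 70 cells counted for a yeast strain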;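 note: median GFP fluorescence of the barcode-gated MEP2-GFP cells per well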
RPL19A TOR yeast: RPL19A-GFP expression modulators in yeast, primary screen, cell-based, S. cerevisiae, multiplex flow cytometry, MLPCN; 330,000 tested, 0.3% active; percent response vs DMSO, % at 10 µM; S. cerevisiae RPL19A-GFP strain, 3 h; stronger effect = lower value;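 active = percent response vs DMSO below 50%; inconclusive = fewer than 70 events counted for the yeast strain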;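 note: median channel GFP fluorescence of the barcoded RPL19A-GFP strain; ratio of sample median GFP to plate DMSO average so 100% = DMSO; lower means less RPL19A-GFP as with rapamycin TOR inhibition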
AHR activator: AHR activators, primary screen, cell-based, luminescence, luciferase reporter, human; Aryl hydrocarbon receptor (Homo sapiens), P35869; AID 2796, 2010; activation, % at 5 µM; 320,000 tested, 2.5% active; AHR-responsive luciferase reporter cells; in the data active = activation above about 47%;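 note: 0% = vehicle wells and 100% = reference agonist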
Target sequence (P35869 whole entry, looked up): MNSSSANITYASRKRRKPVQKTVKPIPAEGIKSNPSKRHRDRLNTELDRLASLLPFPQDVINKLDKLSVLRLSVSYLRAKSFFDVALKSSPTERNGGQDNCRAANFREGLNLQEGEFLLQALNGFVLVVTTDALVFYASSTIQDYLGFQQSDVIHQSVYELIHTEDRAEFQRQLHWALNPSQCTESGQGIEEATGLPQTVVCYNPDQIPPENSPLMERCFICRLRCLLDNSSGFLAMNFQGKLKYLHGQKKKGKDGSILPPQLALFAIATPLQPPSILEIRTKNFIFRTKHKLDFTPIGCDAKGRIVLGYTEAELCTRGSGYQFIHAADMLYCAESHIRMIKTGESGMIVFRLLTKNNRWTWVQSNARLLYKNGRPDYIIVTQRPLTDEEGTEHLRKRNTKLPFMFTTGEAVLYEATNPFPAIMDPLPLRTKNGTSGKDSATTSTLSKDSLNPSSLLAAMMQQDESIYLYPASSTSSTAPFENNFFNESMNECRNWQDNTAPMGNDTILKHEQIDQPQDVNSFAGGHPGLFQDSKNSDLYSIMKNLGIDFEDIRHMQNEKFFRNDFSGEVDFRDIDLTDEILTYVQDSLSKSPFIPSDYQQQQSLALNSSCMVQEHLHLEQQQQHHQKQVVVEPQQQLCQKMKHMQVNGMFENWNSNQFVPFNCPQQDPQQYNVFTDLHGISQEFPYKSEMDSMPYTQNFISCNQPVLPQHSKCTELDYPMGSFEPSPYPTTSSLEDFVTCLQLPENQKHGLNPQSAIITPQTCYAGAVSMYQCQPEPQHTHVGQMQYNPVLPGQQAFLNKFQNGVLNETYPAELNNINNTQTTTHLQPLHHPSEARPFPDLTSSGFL
CIT2-GFP yeast: modulators of CIT2-GFP expression in yeast, primary screen, S. cerevisiae, GFP fusion, multiplex flow cytometry, MLPCN library. S. cerevisiae CIT2-GFP strain, 3 h; 100 means same as DMSO wells. 320,000 tested, 0.065% active. GFP response vs DMSO, % at 10 µM;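 active = GFP response relative to DMSO above a set limit, near the screen mean plus 3 SD, cut at about 150% in these data; inconclusive = Fewer than 70 cells measured for a yeast strain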;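 note: ratio of well median GFP fluorescence to mean of DMSO wells on the plate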
Efflux pump mplx: inhibitors of Candida efflux pumps in yeast, primary screen, S. cerevisiae, Nile Red, multiplex; inhibition, % at 10 µM; S. cerevisiae Candida pump triplex; 330,000 tested, 0.44% active; AID 485275, 2010;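 active = plate passing quality check with inhibition over a set limit, or well fluorescence over plate mean plus 4 SD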;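 note: Nile Red retained in pooled yeast measured as flow cytometry median fluorescence; 0% = buffer negative control and 100% = Enniatin B positive control; higher means more Nile Red kept so more efflux inhibition; some compounds called inactive have numbers as strong as hits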
CR mimetic SO: reduction of superoxide in aged yeast, primary screen, HTS; S. cerevisiae aged cells, superoxide DHE fluorescence; stronger effect = lower value; 330,000 tested, 0.18% active; superoxide response (% of plate mean), % at 10 µM;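 active = superoxide response under a set limit, about three screen SD below normal, cut at about 65% in these data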;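 note: yeast aged for seven days with compound at 30 °C before DHE staining; 100% = average MFI of all compound-treated wells on the plate with controls excluded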
LAP4-GFP MLPCN: modulators of LAP4-GFP expression in yeast, primary screen, S. cerevisiae, multiplex flow cytometry, MLPCN library; 3 h; median GFP as percent of DMSO wells; GFP response vs DMSO, % at 10 µM; 320,000 tested, 0.34% active; AID 2023, 2009;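 active = GFP response vs DMSO above a set limit, about the screen mean plus 3 SD, cut at about 150% in these data; inconclusive = under 70 cell events counted for the yeast strain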
AGP1 TOR yeast: modulators of AGP1-GFP expression in yeast TOR pathway, primary screen, cell-based, multiplex flow cytometry, S. cerevisiae, MLPCN library | 3 h; GFP as percent of DMSO wells | GFP response vs DMSO, % at 10 µM | 320,000 tested, 0.02% active;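 active = GFP response relative to DMSO above a set limit, near screen average plus 3 SD, cut at about 150% in these data; inconclusive = fewer than 70 cells counted for the yeast strain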;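 note: median GFP channel fluorescence of the gated AGP1 strain per well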
Active calls of the source: *; ? = inconclusive; nt = not tested or not shown.

SMILES	MEP2 TOR yeast	RPL19A TOR yeast	AHR activator	CIT2-GFP yeast	Efflux pump mplx	CR mimetic SO	LAP4-GFP MLPCN	AGP1 TOR yeast
CCOc1ccc(NC(=O)C2CC(=O)N(c3ccc4c(c3)OCCO4)C2)cc1OCC (configuration not stated)	116	116	-1	126	0.0	107	109	120
Cc1ccc(C2C(=O)N(C3CCCC3)CC(=O)N2CC2COc3ccccc3O2)cc1 (configuration not stated)	95	101	-1	109	-0.1	89	97	101
Nc1nnc(CC(=O)N/N=C/c2ccc(-c3ccccc3Cl)o2)s1	105	104	6	102	0.1	101	91	105
Cc1oc(-c2ccccc2F)nc1CSCC(=O)NC1CCC(C)CC1 (configuration not stated)	97	100	5	94	-0.1	96	102	96
CCOC(=O)C1=NN(c2ccccc2)C(c2ccccc2)CC1=O (configuration not stated)	99	97	16	89	0.0	109	99	99
O=C(NCc1ccc2c(c1)OCO2)C(=O)NCC1CCCO1 (configuration not stated)	107	99	-2	102	0.1	103	102	109
CCCCn1cnc2c([nH]c3ccccc32)c1=O	109	108	-1	106	-0.1	97	107	105
Cc1oc(-c2ccccc2)nc1CS(=O)CC(=O)O (configuration not stated)	95	97	-1	102	-0.4	97	108	100
COc1ccc(NC(=O)C2=CC(c3ccc(OC)cc3)=NS(=O)(=O)N2C)cc1	108	96	0	104	0.0	91	104	95
C#Cc1ccc([C@@H]2C=C(C(=O)OCC=C)O[C@H](OCC)[C@H]2CCCO)cc1	93	98	5	89	0.4	106	94	98
CC(C)(C)c1nc2ccc([N+](=O)[O-])cc2[nH]1	93	97	0	96	0.0	95	101	102
Cc1cc(C)n(C(=O)c2ccc([N+](=O)[O-])c(Cl)c2)n1	108	107	-3	103	0.0	94	101	101
O=C(O)c1ccc(N2CCOCC2)c(N2C(=O)C3C4C=CC(C4)C3C2=O)c1 (configuration not stated)	99	100	-2	98	0.0	96	102	101
Cc1occc1C(=O)NC1CCCCCCC1	100	96	3	100	0.2	98	92	93
O=C(Nc1ccncc1)c1cccc(F)c1	99	102	9	92	0.0	108	109	104
Oc1ccc2ccccc2c1CN1CCN(C/C=C/c2ccccc2)CC1	108	99	15	100	-0.1	103	91	98
COc1ccc(CN2CCCC(C(=O)c3ccc(Cl)cc3)C2)cc1Cn1cccn1 (configuration not stated)	94	103	2	96	-0.1	106	104	100
COC(=O)c1ccccc1S(=O)(=O)C(C)(C)C	96	98	0	94	0.0	101	92	99
COc1ccc(N2CCN(c3ccc([N+](=O)[O-])nc3)CC2)cc1	97	97	-9	94	-0.1	95	110	98
Cc1cc(C)c(CN2CCN(C(=O)Cn3ccc(NC(=O)OCc4ccccc4)nc3=O)CC2)c(C)c1	95	95	-2	97	-0.1	110	94	97
Cc1ccc(C)c(Cn2nnc3c(=O)[nH]c(C4CCCN(C(=O)C5CCCCC5)C4)nc32)c1 (configuration not stated)	104	104	1	95	0.0	92	100	105
Fc1ccccc1N1CCN(C(c2cccs2)c2nnnn2CCc2ccccc2)CC1 (configuration not stated)	100	100	-2	90	0.2	104	107	103
COc1cccc(CSc2nc3cc4c(cc3cc2C)OCCO4)c1	105	101	8	91	0.1	94	112	97
Cc1ccsc1/C=N/NC(=O)c1ccc([N+](=O)[O-])cc1	109	97	14	97	0.0	98	102	101
Cc1ccc(S(=O)(=O)N2CCOCC2)cc1NC(=O)CSc1ncccn1	103	98	5	96	0.0	96	100	104
SMILES	MEP2 TOR yeast	RPL19A TOR yeast	AHR activator	CIT2-GFP yeast	Efflux pump mplx	CR mimetic SO	LAP4-GFP MLPCN	AGP1 TOR yeast
CCOC(=O)C(Cc1ccc(OC)c([N+](=O)[O-])c1)NC(=O)CCC(=O)Nc1ccc(OC)cc1 (configuration not stated)	102	101	1	102	0.5	114	98	94
CC(C)(C)C1=NN(c2ccc([N+](=O)[O-])cc2)C(c2ccccc2)C1 (configuration not stated)	105	98	1	89	-0.1	80	109	100
Cc1cc(C)c(N(C(=O)c2csnn2)C(C(=O)NC2CCCC2)c2ccncc2)c(C)c1 (configuration not stated)	106	100	1	97	-0.2	99	94	100
Cn1nnnc1SCc1nc2ccccc2[nH]1	99	93	26	92	0.0	77	91	89
CCC(c1nnnn1CCOC)N1CCN(c2cccc(C(F)(F)F)c2)CC1 (configuration not stated)	88	84	11	94	0.0	95	?	82
COCCCN(C(=O)c1ccccc1F)c1nc(-c2ccc(OC)cc2)cs1	96	95	12	94	0.0	100	97	94
CCN(CC)S(=O)(=O)c1cccc(NC(=O)C2CC(=O)N(c3ccc4c(c3)OCCO4)C2)c1 (configuration not stated)	104	102	2	100	-0.2	108	104	101
CC[N+](C)(CC)CC(=O)OCC1C(C)C=C(C)CC1C (configuration not stated)	103	96	0	92	0.0	83	114	101
Cc1ccc(CNC(=O)c2ccc(S(=O)(=O)Nc3c(C)n(C)n(-c4ccccc4)c3=O)cc2)cc1	93	98	2	76	0.0	85	95	108
c1ccc2c(c1)[nH]c1c(N3CCOCC3)ncnc12	101	99	37	98	0.1	107	97	97
Cc1ccc(C(=O)N/N=C/c2ccc([N+](=O)[O-])s2)cc1	102	101	-1	90	0.1	98	106	92
Cc1ccc(-c2nn(C)c(=O)c3ccccc23)cc1CNC(=O)/C=C/c1ccccc1	99	99	1	88	0.3	90	nt	102
Cc1ccc2nc(SCC(=O)N3CCN(c4ccccc4)CC3)nc(=O)n2c1	113	101	0	103	0.0	104	101	110
COC(=O)C1=C(C)N(Cc2ccccc2)C(=O)N[C@H]1c1ccco1	95	99	-4	113	0.1	94	138	92
CCCCC[C@H](O)/C=C/C1=C(CCCCCCC(=O)O)C(=O)CC1	107	105	-3	91	-0.1	103	95	99
Cc1ccccc1NC(=O)c1nc(S(C)(=O)=O)ncc1Cl	102	97	-2	75	0.1	108	108	104
O=C1CCc2cc(NS(=O)(=O)c3ccc(Cl)cc3)cc3c2N1CC3	91	95	26	89	0.3	109	88	97
Cc1c(CN2CCCC(C(=O)Nc3cccc(-n4cccn4)c3)C2)cnn1C (configuration not stated)	111	105	14	101	0.6	124	100	87
CNC(=S)N(Cc1ccc2c(c1)OCO2)C1CC(=O)N(c2ccccc2)C1=O (configuration not stated)	101	100	1	93	0.1	91	98	97
S=C(Nc1ccc2c(c1)OCO2)N1CCN(Cc2ccco2)CC1	103	102	10	101	0.0	98	102	101
O=C(Nc1ccccc1N1CCCC1)C1CCN(S(=O)(=O)c2ccccc2C(F)(F)F)CC1	106	99	1	99	0.1	102	109	102
CC12CCC(C[N+](C)(C)C1)C2(C)C (configuration not stated)	98	93	0	97	0.0	82	98	97
CC(NC(=O)CCNC(=O)N1CCn2c1nc1ccccc12)c1ccccc1 (configuration not stated)	104	101	-3	100	-0.3	101	92	101
CC1(C)CC(=O)C(N=Nc2cccc(F)c2C#N)=C(O)C1	92	94	3	99	0.0	85	100	106
O=c1c2cn[nH]c2nc(SCc2cc(=O)n3cc(Br)ccc3n2)n1-c1ccc(Br)cc1	98	104	0	99	0.0	112	98	90
SMILES	MEP2 TOR yeast	RPL19A TOR yeast	AHR activator	CIT2-GFP yeast	Efflux pump mplx	CR mimetic SO	LAP4-GFP MLPCN	AGP1 TOR yeast
Cc1ccc(NC(=O)c2cccnc2C(=O)O)nc1	100	102	-1	105	-0.3	101	98	108
CCCc1cc(=O)[nH]c(SCC)n1	104	96	2	105	-0.2	90	97	103
Cc1ccc(N2C(=O)NC(NC(=O)C(C)(C)C)(C(F)(F)F)C2=O)cc1C (configuration not stated)	107	101	-2	100	-0.1	110	94	94
O=C(O)CCC(=O)CCC(=O)c1ccc(Cl)cc1	101	97	-1	97	0.0	113	107	98
COc1ccc(S(=O)(=O)N2CCC(C(=O)Nc3nnc(C)s3)CC2)cc1OC	104	98	-2	99	-0.1	94	115	112
CCOC(=O)C1CCCN(C(=O)COc2ccccc2O)C1 (configuration not stated)	99	101	2	109	-0.2	96	94	102
COC(=O)c1ccccc1-c1ccc(C(c2c(C)[nH][nH]c2=O)c2c(C)[nH][nH]c2=O)o1	95	90	0	97	0.1	99	98	nt
CC(C)=CCc1c(O)ccc(C(=O)Cc2ccccc2)c1O	99	99	0	86	-0.2	94	113	102
CC1CCCCN1C(=O)Cn1c(=O)n(CCC(=O)NCc2ccco2)c(=O)c2sccc21 (configuration not stated)	105	97	-3	106	0.0	100	97	100
COc1ccc(C)cc1N1CC(C(=O)Nc2ccccc2C(=O)NC2CC2)CC1=O (configuration not stated)	93	94	1	101	0.0	87	95	96
Cc1nc(C(=O)Nc2ccccc2Cl)cc2c1[nH]c1ccccc12	97	90	10	92	0.0	92	87	90
Cc1nn(C)c(C)c1S(=O)(=O)N(CC(=O)NCCN1CCOCC1)c1ccc(C(C)C)cc1	105	100	-1	96	-0.1	98	97	101
Cc1ccc(SCCC(=O)N/N=C/c2cccnc2)cc1	111	104	12	102	0.2	88	98	104
CCOc1ccccc1NC(=O)CSc1nnc(Cc2cccn2C)n1-c1ccc(F)cc1	119	104	4	100	0.4	91	106	106
COc1ccc(/C=C(\NC(=O)c2ccccc2)C(=O)NCCN2CCOCC2)cc1	105	107	2	103	0.1	108	103	104
O=C(CCCOC(=O)c1cccnc1Cl)c1ccc(Br)cc1	103	101	0	99	0.1	87	103	100
CCOc1ccccc1C(=S)NC1CCCCC1	102	99	7	95	-0.1	97	92	97
CCC(=O)NC1(Cc2ccc(O)cc2)CCCCC1	97	92	0	84	-0.1	97	99	93
Cc1ccc(C(=O)COC(=O)CCC(=O)NC2CCCCC2)cc1C	94	92	0	87	-0.1	114	nt	91
CCOc1cccc2sc(NC(=O)c3ccc(Br)s3)nc12	97	95	97*	103	-0.1	108	92	96
CSC(=NS(=O)(=O)c1ccccc1)SC	115	103	0	104	0.1	100	99	105
CC(NC(=O)c1ccccc1Cl)c1nnc(SCC(=O)Nc2ccc(C(=O)O)cc2)n1C (configuration not stated)	92	94	4	95	0.3	86	85	92
CC1CCN(C(=O)C(C)NCc2ccc(F)cc2)CC1 (configuration not stated)	104	102	0	104	-0.1	78	102	105
COc1ccc(-c2noc(CCC(=O)O)n2)cc1	100	107	-4	106	-0.1	95	105	102
CC(C)N(CCc1ccncc1)C(=O)Nc1ccc(F)cc1	98	94	3	85	-0.1	104	97	95
O=C(C1CCC1)N1CCc2cc(S(=O)(=O)NCCCN3CCCCC3)ccc21	82	86	2	82	0.0	99	89	80
COC(=O)c1ccc(NC(=O)c2cc(-c3ccccn3)nc3ccccc23)cc1	97	98	1	97	-0.1	106	95	95
O=C(O)c1nccnc1C(=O)Nc1ccc(Cl)cn1	105	102	0	107	-0.1	92	102	109

Fetched one by one from the entries so far (four):
SMILES	MEP2 TOR yeast	RPL19A TOR yeast	AHR activator	CIT2-GFP yeast	Efflux pump mplx	CR mimetic SO	LAP4-GFP MLPCN	AGP1 TOR yeast
CCC(=O)NC1(Cc2ccc(O)cc2)CCCCC1	97	92	0	84	-0.1	97	99	93
Cc1nc(C(=O)Nc2ccccc2Cl)cc2c1[nH]c1ccccc12	97	90	10	92	0.0	92	87	90
COC(=O)c1ccc(NC(=O)c2cc(-c3ccccn3)nc3ccccc23)cc1	97	98	1	97	-0.1	106	95	95
CSC(=NS(=O)(=O)c1ccccc1)SC	115	103	0	104	0.1	100	99	105

Outcome played no part in choosing rows; any-hit rate near 3.9%.
